Screens as filed in PubChem.
RGS4 act = RGS4 potentiation or activation | AID 463111 | 0.92% of 310,000 active | B-score at 10 µM | HEK293 M3R/inducible RGS4, carbachol calcium flux Fluo4; active compounds read low;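 active = B-score of the integrated calcium signal more than 4 SD below the library mean, with starting fluorescence not abnormally high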;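 note: negative B-score means reduced calcium response which marks RGS4 activation or potentiation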
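Test system: HEK293 cells with stable M3R and inducible RGS4; also added: carbachol at ECmax as muscarinic agonist stimulus; schedule: dye loading 30 min 37 °C, buffer rest 30 min RT; technique: kinetic calcium fluorescence imaging with Fluo4-AM dye, 2 µM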
PolyA inhibitor = inhibitors of polyadenylation in S. cerevisiae; S. cerevisiae SKY197-pL101 polyadenylation reporter, beta-gal luminescence; efflux-impaired pdr1/pdr3 knockout yeast; score 100 = 6 SD above DMSO; calls only at 12 µM; 0.02% of 300,000 active; AID 1875;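 active = lowest replicate activity score at least 50, where 100 means six control SD above control mean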;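 note: yeast exposed to compound for 9 h at 30 °C; higher score means more reporter readthrough which indicates perturbed polyadenylation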
hERG protect = hERG (human) protection from proarrhythmic block; AID 1511; CHO-hERG, FluxOR thallium flux, dofetilide IC70 present; 0.51% of 310,000 active; Q12809; activation (rescue from dofetilide block), less the hit threshold, % at 10 µM;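 active = activation above the mean of controls blocked by dofetilide plus 5 SD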;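 note: thallium influx through hERG after potassium depolarization seen as dye fluorescence rise; in these data hits start at about 4.7%; inactives centre near -7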
GSK3beta inhib = inhibitors of human GSK3beta kinase. GST-GSK3beta kinase, ADP-Glo luminescence, 60 min; active compounds read low. P49841. AID 2097. 0.038% of 300,000 active. activity score (negative = inhibition), % at 10 µM;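 active = more than half of replicate wells score below -50%, meaning over 50% inhibition versus plate controls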;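 note: 0% = median DMSO wells and -100% = median GW8510 positive control wells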
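Assay system: GST-tagged human GSK3beta kinase, cell-free; Input: 1.6 ng GSK3beta; Medium: Tris/MgCl2 kinase buffer; Timing: 60 min enzyme reaction, room temperature; Signal: ADP-Glo luminescence quantifying ADP generated by kinase; Evaluation: score relative to plate controls; Benchmarks: DMSO neutral wells and GW8510 at 20 µM as positive.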
KCNK9 block = human KCNK9 channel inhibition | HEK293 KCNK9, FluxOR thallium flux fluorescence; active compounds read low | B-score at 10 µM | 1.2% of 310,000 active | AID 488922;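 active = ratio B-score over 3 SD below the library mean, with starting fluorescence within 5 SD of its mean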;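 note: negative B-score means less thallium flux so channel inhibition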
Dyrk1A ADPGlo = inhibitors of rat Dyrk1A kinase | inhibition, % at 12.5 µM | Q63470 | 0.43% of 310,000 active | ADP-Glo luminescence, NFATc1 peptide; in the data active = inhibition above about 50%;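 note: plate controls were vehicle with enzyme for no effect and no enzyme for full effect; many of its hits are not listed in these tables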
GSK3 alpha inh = blocks human GSK-3 alpha kinase; P49840; ADP-Glo luminescence, 60 min; inhibition, % at 10 µM; 0.1% of 320,000 active; AID 2650;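 in the data active = inhibition above about 50%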;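 note: GST-tagged GSK-3 alpha with peptide substrate and 25 µM ATP; 0% = DMSO neutral wells and 100% = GW8510 positive control wells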
KCNK3 block = human KCNK3 channel inhibition, primary screen | O14649 | B-score at 10 µM | AID 602410 | CHO-KCNK3 thallium flux, FluxOR fluorescence; active compounds read low | 0.84% of 340,000 active;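 active = B-score under library mean minus 4 SD, starting fluorescence ratio at most library mean plus 5 SD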;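 note: more negative B-score means stronger inhibition of thallium flux through KCNK3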
KCNQ1 inh = blocks the human KCNQ1 potassium channel; P51787; CHO-K1 KCNQ1, FluxOR thallium flux fluorescence; active compounds read high; B-score at 10 µM; 1.3% of 310,000 active; AID 2642;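 active = compounds whose thallium flux B-score, printed positive for inhibition, exceeds three library SD while starting fluorescence stays within three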;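 note: channel opened by potassium depolarization with thallium stimulus after 20 min compound exposure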
Target sequence (P51787 whole entry, looked up): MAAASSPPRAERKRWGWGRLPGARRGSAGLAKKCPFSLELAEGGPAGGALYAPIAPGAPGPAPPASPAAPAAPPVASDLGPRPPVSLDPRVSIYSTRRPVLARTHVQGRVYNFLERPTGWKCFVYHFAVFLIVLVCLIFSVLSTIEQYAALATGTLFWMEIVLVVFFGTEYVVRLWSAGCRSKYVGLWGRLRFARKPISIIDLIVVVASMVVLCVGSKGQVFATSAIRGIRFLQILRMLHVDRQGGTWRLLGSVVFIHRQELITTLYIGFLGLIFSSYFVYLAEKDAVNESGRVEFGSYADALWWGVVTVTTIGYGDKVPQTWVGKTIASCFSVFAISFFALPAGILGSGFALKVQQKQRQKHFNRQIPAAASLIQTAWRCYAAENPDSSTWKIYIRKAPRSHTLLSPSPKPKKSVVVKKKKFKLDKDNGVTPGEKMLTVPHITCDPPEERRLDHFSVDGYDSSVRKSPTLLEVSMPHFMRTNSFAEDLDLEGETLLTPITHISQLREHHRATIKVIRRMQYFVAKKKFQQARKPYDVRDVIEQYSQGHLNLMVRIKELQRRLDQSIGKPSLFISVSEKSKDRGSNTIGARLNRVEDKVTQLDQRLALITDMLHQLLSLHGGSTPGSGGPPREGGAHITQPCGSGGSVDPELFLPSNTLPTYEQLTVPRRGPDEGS
HDAC3 inh = inhibitors of human histone deacetylase 3; recombinant HDAC3, fluorogenic peptide/trypsin coupled, fluorescence; inhibition, % at 8.3 µM; 0.15% of 320,000 active; AID 2718; in the data active = inhibition above about 26%, passing the limit was not always enough
KCNQ1 act = human KCNQ1 channel potentiation or activation. CHO-K1 KCNQ1, thallium flux FluxOR fluorescence; active compounds read high. B-score at 10 µM. 0.35% of 310,000 active;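 active = fluorescence ratio B-score, a plate-corrected score, at least three library SD, with initial intensity B-score within 5 SD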
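Assay system: CHO-K1 cells stably expressing KCNQ1; Medium: assay buffer with matched DMSO; Also added: K+/Tl+ depolarizing stimulus; Dosing: single dose; Timing: dye 90 min, compound 20 min, room temperature; Measured by: kinetic FluxOR thallium fluorescence, 10-s 1-Hz baseline, 110-s post-stimulus read; Read-out: peak-minus-minimum fluorescence over initial fluorescence, negative-control normalized, B-scored.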
An asterisk follows results filed as active; i = inactive; x = no result given. The list is partial; the hit share may differ from the screen's.

Abbreviations: A = RGS4 act; B = PolyA inhibitor; C = hERG protect; D = GSK3beta inhib; E = KCNK9 block; F = Dyrk1A ADPGlo; G = GSK3 alpha inh; H = KCNK3 block; I = KCNQ1 inh; J = HDAC3 inh; K = KCNQ1 act
Molecule: O=[N+]([O-])c1ccccc1/C=C/C=N/Nc1ccc(S(=O)(=O)Nc2ccc(Cl)cc2)cc1[N+](=O)[O-]
  A = i; B = i; C = -9; D = 0; E = i; F = x; G = -3; H = i; I = i; J = -7; K = i
Molecule: CCN1CCN(C(=O)c2cc3sccc3n2CC(=O)c2ccccc2)CC1
  A = i; B = i; C = -5; D = 1; E = i; F = 1; G = -4; H = i; I = i; J = 1; K = i
Molecule: CC(C)CCNC(=O)CO/N=C/c1ccccc1OC(F)F
  A = i; B = i; C = -12; D = -1; E = i; F = 1; G = -2; H = i; I = i; J = 3; K = i
Molecule: Clc1c(OCCCn2ccnc2)ccc2ccccc12
  A = i; B = i; C = -22; D = 4; E = i; F = 4; G = 2; H = i; I = i; J = 2; K = i
Molecule: CCN(CC)c1ccc([N+](=O)[O-])cc1/C=N/NC(=O)CC#N
  A = i; B = i; C = -12; D = 1; E = i; F = 2; G = 0; H = i; I = i; J = -6; K = i
Molecule: CCCc1nn2c(=O)cc(CSCC(=O)Nc3ccc(OC)cc3)nc2s1
  A = i; B = i; C = -7; D = 3; E = i; F = -3; G = -2; H = i; I = i; J = 0; K = i
Molecule: Cc1ccc(-c2ccc(=O)n(CC(=O)NCCCN3CCCCC3)n2)cc1
  A = i; B = i; C = -7; D = -3; E = i; F = -4; G = -2; H = i; I = i; J = -10; K = i
Molecule: COC(=O)C/C=C/[C@@H](C)[C@@H](/C=N/O[C@@H](C)c1cn([C@H](CO)Cc2ccccc2)nn1)NS(=O)(=O)c1ccc(C)cc1
  A = i; B = i; C = -7; D = -3; E = i; F = x; G = -3; H = x; I = i; J = 8; K = i
Molecule: O=[N+]([O-])c1ccc(-c2cnc(SC(c3ccccc3)c3ccccc3)[nH]2)cc1
  A = i; B = i; C = -20; D = 1; E = i; F = 8; G = x; H = i; I = i; J = x; K = i
Molecule: CCCCCCCNC(=O)C1(CC2CC(c3cccc(Br)c3)=NO2)CCNCC1 (centres undefined)
  A = i; B = i; C = -20; D = -1; E = i; F = 5; G = 11; H = i; I = i; J = 4; K = i

Reprinted from the listing for reference:
Abbreviations: A = RGS4 act; B = PolyA inhibitor; C = hERG protect; D = GSK3beta inhib; E = KCNK9 block; F = Dyrk1A ADPGlo; G = GSK3 alpha inh; H = KCNK3 block; I = KCNQ1 inh; J = HDAC3 inh; K = KCNQ1 act
Molecule: O=[N+]([O-])c1ccc(-c2cnc(SC(c3ccccc3)c3ccccc3)[nH]2)cc1
  A = i; B = i; C = -20; D = 1; E = i; F = 8; G = x; H = i; I = i; J = x; K = i
Molecule: CCCCCCCNC(=O)C1(CC2CC(c3cccc(Br)c3)=NO2)CCNCC1 (centres undefined)
  A = i; B = i; C = -20; D = -1; E = i; F = 5; G = 11; H = i; I = i; J = 4; K = i

Other compounds
Abbreviations: A = RGS4 act; B = PolyA inhibitor; C = hERG protect; D = GSK3beta inhib; E = KCNK9 block; F = Dyrk1A ADPGlo; G = GSK3 alpha inh; H = KCNK3 block; I = KCNQ1 inh; J = HDAC3 inh; K = KCNQ1 act
Molecule: Cc1ccc(CNC(=O)C(=O)NCC2OCCN2C(=O)c2ccc3c(c2)OCO3)cc1 (centres undefined)
  A = i; B = i; C = -4; D = 14; E = i; F = 1; G = -1; H = i; I = i; J = 4; K = i
Molecule: COCCNC(=O)C(c1ccncc1)N(C(=O)c1sc(C)nc1C)c1cccc(C)c1 (centres undefined)
  A = i; B = i; C = -9; D = 1; E = i; F = -4; G = -2; H = i; I = i; J = 9; K = i
Molecule: Cc1ccc(C(=O)N/N=C/C=C/c2ccccc2)o1
  A = i; B = i; C = -11; D = 1; E = i; F = 3; G = 0; H = i; I = i; J = 9; K = i
Molecule: COc1ccc(NC(=O)C2C3C=CC(O3)C2C(=O)O)cc1 (centres undefined)
  A = i; B = i; C = -1; D = 1; E = i; F = -1; G = 2; H = i; I = i; J = -2; K = i
Molecule: O=C(Nn1c(SCc2ccc(F)cc2)nc2ccsc2c1=O)c1ccccc1
  A = i; B = i; C = -11; D = 0; E = -11*; F = -3; G = 1; H = i; I = i; J = 2; K = i
Molecule: COc1ccc(NC(=O)CS(=O)(=O)c2ccccc2Cl)cc1
  A = i; B = i; C = -9; D = 0; E = i; F = -4; G = -2; H = i; I = i; J = -2; K = i
Molecule: COc1ccc(C(=O)N=c2sccn2C)cc1
  A = i; B = i; C = -7; D = 0; E = i; F = x; G = -1; H = i; I = i; J = 5; K = i
Molecule: O=C(NCc1nc2ccccc2[nH]1)C1=C[C@H](C2CCCCC2)C[C@H](OCCCCO)O1
  A = i; B = i; C = -7; D = 2; E = i; F = 1; G = 0; H = i; I = i; J = 4; K = i
Molecule: COC(=O)c1ccccc1NC(=O)CN(C)S(=O)(=O)c1ccc(OC)cc1
  A = i; B = i; C = -10; D = 0; E = i; F = 11; G = 2; H = i; I = i; J = 4; K = i
Molecule: CCOc1cc(C(=S)N2CCOCC2)ccc1OS(=O)(=O)c1ccc(C)cc1
  A = i; B = i; C = -5; D = -1; E = i; F = 0; G = -1; H = i; I = i; J = -5; K = i

Just GSK3beta inhib and GSK3 alpha inh, for 3 of the compounds above:
Compound	GSK3beta inhib	GSK3 alpha inh
O=[N+]([O-])c1ccccc1/C=C/C=N/Nc1ccc(S(=O)(=O)Nc2ccc(Cl)cc2)cc1[N+](=O)[O-]	0	-3
CCN1CCN(C(=O)c2cc3sccc3n2CC(=O)c2ccccc2)CC1	1	-4
O=C(Nn1c(SCc2ccc(F)cc2)nc2ccsc2c1=O)c1ccccc1	0	1

Three entries from above, sorted by SMILES length, lowest first:
Abbreviations: A = RGS4 act; B = PolyA inhibitor; C = hERG protect; D = GSK3beta inhib; E = KCNK9 block; F = Dyrk1A ADPGlo; G = GSK3 alpha inh; H = KCNK3 block; I = KCNQ1 inh; J = HDAC3 inh; K = KCNQ1 act
Molecule: COc1ccc(C(=O)N=c2sccn2C)cc1
  A = i; B = i; C = -7; D = 0; E = i; F = x; G = -1; H = i; I = i; J = 5; K = i
Molecule: COc1ccc(NC(=O)C2C3C=CC(O3)C2C(=O)O)cc1 (centres undefined)
  A = i; B = i; C = -1; D = 1; E = i; F = -1; G = 2; H = i; I = i; J = -2; K = i
Molecule: O=C(Nn1c(SCc2ccc(F)cc2)nc2ccsc2c1=O)c1ccccc1
  A = i; B = i; C = -11; D = 0; E = -11*; F = -3; G = 1; H = i; I = i; J = 2; K = i

A different layout for 2 compounds above.
Results follow in this order: RGS4 act, PolyA inhibitor, hERG protect, GSK3beta inhib, KCNK9 block, Dyrk1A ADPGlo, GSK3 alpha inh, KCNK3 block, KCNQ1 inh, HDAC3 inh, KCNQ1 act
- Cc1ccc(CNC(=O)C(=O)NCC2OCCN2C(=O)c2ccc3c(c2)OCO3)cc1 (centres undefined)
→ i, i, -4, 14, i, 1, -1, i, i, 4, i
- COC(=O)c1ccccc1NC(=O)CN(C)S(=O)(=O)c1ccc(OC)cc1
→ i, i, -10, 0, i, 11, 2, i, i, 4, i

Further structures.
Abbreviations: A = RGS4 act; B = PolyA inhibitor; C = hERG protect; D = GSK3beta inhib; E = KCNK9 block; F = Dyrk1A ADPGlo; G = GSK3 alpha inh; H = KCNK3 block; I = KCNQ1 inh; J = HDAC3 inh; K = KCNQ1 act
Molecule: CCCCN(C(=O)NC(=O)Nc1cccc(C)c1C)S(C)(=O)=O
  A = i; B = i; C = -7; D = 0; E = i; F = -4; G = 0; H = i; I = i; J = 2; K = i
Molecule: CCCn1c2ccc(F)cc2c2nnc(SCCN3CCCCC3)nc21
  A = i; B = i; C = -4; D = 5; E = i; F = -3; G = 0; H = i; I = i; J = -6; K = i
Molecule: CCOC(=O)c1sc(NC(=O)c2ccc(S(=O)(=O)N3CCOCC3)cc2)nc1-c1ccccc1
  A = i; B = i; C = -7; D = 2; E = i; F = 23; G = x; H = i; I = i; J = -4; K = i
Molecule: Cn1c(=O)n(Cc2ccccc2F)c(=O)c2c1nc1n2CCN1Cc1ccco1
  A = i; B = i; C = -7; D = -2; E = i; F = 8; G = -1; H = i; I = i; J = -2; K = i
